GLP1R cytotox – cytotoxic in the GLP-1 receptor inverse agonist counter-screen. HEK293 cAMP-luciferase reporter cells, luminescence, 24 h. Potency, µM (doses to about 38.3 µM), for the others: at the highest dose activity change, negative = inhibition, hits mostly inhibitors. hit rate 0.13% among 410,000. AID 624418;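 note: loss of luciferase light is scored as toxicity; potency is the fitted concentration of half-maximal effect; % is set by controls: 0 for no effect and ±100 for the full control effect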
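Seeding density was 200 cells/uL; after overnight-length (12 h) culture, 23 nL compounds went on for 24 h at 37 °C. Readout used a luciferase detection reagent, luminescence taken after 12 min at room temperature.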
FUS suppressor – rescues growth of FUS-expressing yeast; hit rate 0.24% among 390,000; S. cerevisiae FUS-expressing, growth rescue, OD600, 24 h; Potency, µM (highest dose often 76.6 µM), without a hit: top-dose growth rescue (activation), most hits filed as activators; AID 1347120;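 note: potency is the fitted concentration of half-maximal effect; plate controls were DMSO vehicle for no effect and reference control for full effect; nearly all actives have a fitted effect of over 55% in size; some results filed as inactive show a strong effect at the top dose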
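Restored growth of FUS-toxic S. cerevisiae, read as 600 nm absorbance after 24 h at 30C in galactose medium (starting OD 0.005). Controls CP55940 and DMSO.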
TDP43 rescue – rescues yeast growth from TDP-43 toxicity; TDP-43 expressing yeast growth rescue, BacTiter-Glo, 24 h; Potency, µM (titrated, usually from 46.1 µM), for the others: at the highest dose growth rescue (activation), most hits filed as activators; hit rate 1.8% among 410,000; note: potency is the fitted concentration of half-maximal effect; % of control where 0% means no effect; nearly all actives have a fitted effect of over 50% in size
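Cell-based yeast growth screen: TDP-43 expression induced in galactose, inoculum OD600=0.02 after raffinose pregrowth to mid-log. Read-out BacTiter-Glo luminescence at 24 hr, 30 deg C; inhibition of toxicity seen as signal increase.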
PTHR1 ag – activates the human parathyroid hormone receptor PTHR1; Potency, µM (doses to about 115 µM), without a hit: top-dose activation, actives largely listed as activators; hit rate 0.075% among 410,000; AID 743266; Q03431; HEK293 GP2 PTHR1 cells, GloSensor cAMP luminescence, 1 h; note: potency is the fitted concentration of half-maximal effect; nearly all actives have a fitted effect of over 55% in size; some results filed as inactive show a strong effect at the top dose; inactives centre near -15; many of its hits are not listed in these tables
Target sequence (Q03431 whole entry, looked up): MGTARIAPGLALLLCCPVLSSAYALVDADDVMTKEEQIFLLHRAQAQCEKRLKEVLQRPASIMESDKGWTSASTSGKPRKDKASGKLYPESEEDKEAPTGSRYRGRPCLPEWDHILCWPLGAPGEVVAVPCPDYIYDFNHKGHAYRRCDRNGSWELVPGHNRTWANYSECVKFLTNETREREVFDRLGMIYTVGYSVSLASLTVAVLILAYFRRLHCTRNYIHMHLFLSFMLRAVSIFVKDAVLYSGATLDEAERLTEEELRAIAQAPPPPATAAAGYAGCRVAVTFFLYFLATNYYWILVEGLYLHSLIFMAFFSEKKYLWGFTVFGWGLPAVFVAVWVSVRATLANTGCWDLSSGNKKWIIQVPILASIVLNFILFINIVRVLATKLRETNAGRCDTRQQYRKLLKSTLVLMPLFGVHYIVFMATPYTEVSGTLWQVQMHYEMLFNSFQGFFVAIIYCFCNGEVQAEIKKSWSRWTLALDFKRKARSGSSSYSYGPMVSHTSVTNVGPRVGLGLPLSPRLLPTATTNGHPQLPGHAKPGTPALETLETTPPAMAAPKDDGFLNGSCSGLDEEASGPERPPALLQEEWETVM
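HEK-293-derived GP2 cells expressing PTHR1 and a GloSensor cAMP reporter, 3,000/well, plated overnight, given luciferin plus IBMX (each 0.5 mM as added) for 1 h at 37 °C, then compound for 1 h at 37 °C. Luminescence was read after 15 min at room temperature.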
aSyn yeast inh – alpha-synuclein toxicity inhibition in yeast; Yeast expressing alpha-synuclein, growth rescue, BacTiter-Glo, 24 h; Potency, µM (titrated, usually from 46.1 µM), without a hit: at the top dose growth rescue (activation), usual class: activators; hit rate 0.14% among 370,000; note: potency is the fitted concentration of half-maximal effect; % of control where 0% means no effect; nearly all actives have a fitted effect of over 65% in size
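Rescue of yeast growth: cells expressing toxic alpha-synuclein, induced in galactose at OD600 0.02, incubated with compound 24 h at 30 C. ATP luminescence quantified growth; inhibitors of toxicity appear as activators.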
Akt phos inh – blocks phosphorylation of Akt; Neuro2A IGF-stimulated pAkt S473 HTRF, 20 min; stronger effect = lower value; activity change, % for hits at 50 µM; hit rate 0.32% among 360,000; AID 651550; in the data active = activity change below about -80%; inconclusive = mostly about -51% to -80%; note: % is set by controls: 0 for no effect and ±100 for the full control effect
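Single-point screen (50 µM final compound) in Neuro2A cells stimulated 20 min with 6 nM IGF at 37 deg C. After lysis, Ser473-phosphorylated Akt read by HTRF (ex 330 nm, em 615/665 nm) as the 665/615 ratio.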
MmCpn inh – blocks the Methanococcus maripaludis chaperonin Mm-Cpn; purified Mm-Cpn ATPase, ADP Transcreener TR-FRET; hit rate 0.031% among 330,000; Potency, µM (titrated, usually from 76.9 µM), without a hit: top-dose activity, negative = inhibition, actives largely listed as inhibitors; note: potency is the fitted concentration of half-maximal effect; % is set by controls: 0 for no effect and ±100 for the full control effect; nearly all actives have a fitted effect of over 80% in size
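Reaction buffer contained 30 mM Tris pH 7.4, 100 mM KCl, 5 mM MgCl2 and 1 mM DTT. Mm-CPN (25 nM final) hydrolysed 10 uM ATP over 30 min at 37°C; ADP was read by HTRF.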
Abeta rescue – compounds reversing amyloid beta toxicity in yeast; yeast expressing A-beta42, growth rescue, OD600, 48 h; response scale: 0% DMSO, 100% iron-clioquinol control; Potency, µM (series often up to 46.1 µM), without a hit: top-dose growth rescue, usual class: activators; hit rate 0.063% among 410,000; AID 1347071; note: potency is the fitted concentration of half-maximal effect; nearly all actives have a fitted effect of over 55% in size
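Yeast growth medium received pinned compounds, then yeast cells expressing toxic A-beta were added; plates incubated at 30 C for 48 hr. Growth read as absorbance at 600 nm, normalized to DMSO and equimolar FeCl3 plus clioquinol controls.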
GLP-1R inv ag – inverse agonists of human GLP-1 receptor. P43220. HEK293 GLP-1R CRE-luciferase, luminescence, 24 h; GLP-1R form is constitutively active. Potency, µM (titrated, usually from 38.3 µM), without a hit: at the top dose activity change, negative = inhibition, most hits filed as inhibitors. hit rate 1.6% among 410,000; note: potency is the fitted concentration of half-maximal effect; % is set by controls: 0 for no effect and ±100 for the full control effect; nearly all actives have a fitted effect of over 55% in size
Target sequence (P43220 whole entry, looked up): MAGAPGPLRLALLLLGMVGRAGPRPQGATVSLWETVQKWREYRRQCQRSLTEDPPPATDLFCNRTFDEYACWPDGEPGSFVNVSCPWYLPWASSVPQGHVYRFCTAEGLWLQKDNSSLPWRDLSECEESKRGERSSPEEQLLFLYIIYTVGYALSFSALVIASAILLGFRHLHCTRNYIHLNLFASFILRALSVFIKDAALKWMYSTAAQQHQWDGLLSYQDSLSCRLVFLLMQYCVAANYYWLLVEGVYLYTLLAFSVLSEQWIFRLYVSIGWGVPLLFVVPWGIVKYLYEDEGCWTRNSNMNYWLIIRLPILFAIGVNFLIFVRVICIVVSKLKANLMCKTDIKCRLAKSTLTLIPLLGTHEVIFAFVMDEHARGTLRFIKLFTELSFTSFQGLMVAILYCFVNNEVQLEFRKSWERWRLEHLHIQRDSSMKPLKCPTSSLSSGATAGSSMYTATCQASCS
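Readout was luciferase luminescence, measured 12 min after detection reagent at room temperature. Beforehand, GLP-1R reporter HEK293 cells had sat 12 h, then received compounds for 24 hr at 37 deg C.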
* marks the source's active call; other numbers are inactive results; i = inactive; ? = inconclusive; / = no result given; [ ] = dose if it differs, or a comment. Unless noted, calls come from the whole dose curve; as a rule, active = well fitted curve in the direction sought with a large enough effect; inconclusive = small, poorly fitted or top-dose-only effect, or another doubt; inactive = no such curve, though single readings can be large; an effect the other way counts as inactive or inconclusive. These rows are one share of the data; count on the stated rates, not on these rows.

nr | structure | GLP1R cytotox | FUS suppressor | TDP43 rescue | PTHR1 ag | aSyn yeast inh | Akt phos inh | MmCpn inh | Abeta rescue | GLP-1R inv ag
1 | Fc1ccccc1NC(=S)Nn1cnnc1 | -18% | 8% | 13% | -18% | -8% | i | 0% | -9% | 20%
2 | C[C@H](NC(N)=O)C(=O)Nc1ccc(N2CCOCC2)c(S(=O)(=O)Nc2ccc(Cl)cc2)c1 | -15% | -3% | -32%[inhibitor] | -4% | -7% | i | -1% | -24% | 14%
3 | Cc1ccc(S(=O)(=O)N[C@@H](C)C(=O)OCC(=O)N2c3ccccc3NC(=O)C2(C)C)cc1 | 1% | -3% | -3% | i | 1% | i | 0% | -5% | 8%
4 | CCCCNC(=O)c1nc(C2CCN(S(=O)(=O)c3c(OC)cccc3OC)CC2)oc1-c1ccccc1 | -19% | 44% | 16% | i | 0% | i | / | -2% | ?
5 | COc1cccc(NC(=O)COC(=O)c2ccccc2F)c1 | -3% | 13% | -11% | -5% | 3% | i | 1% | 1% | 2%
6 | O=C(c1ccc([N+](=O)[O-])cc1)N1CCN(C(=O)C2CCCCC2)CC1 | -3% | 6% | -8% | i | -4% | i | 3% | 2% | 1%
7 | CCOC(=O)Cc1csc(NC(=S)NC(=O)c2ccccc2)n1 | ? | -1% | 14% | -4% | -5% | i | -2% | 10% | ?
8 | CC(C)c1ccc(N(C(=O)C(F)(F)F)C(C(=O)NC2CCCCC2)c2ccncc2)cc1 (configuration not stated) | 0% | -15% | 1% | ? | 1% | i | 1% | 10% | 3%
9 | O=C1C2C3CCCC3=C3CCCC3C2C(=O)N1c1ccccc1 (configuration not stated) | 4% | 18% | 6% | i | 7% | i | -4% | -7% | -16%
10 | O=C(NCCC(=O)N1CCc2ccccc21)c1ccco1 | 0% | 3% | -24% | -8% | -3% | i | -1% | -13% | 2%
11 | O=C(CSc1nnc(-c2ccccc2)n1-c1ccc(Cl)cc1)NC1CCS(=O)(=O)C1 (configuration not stated) | 23% | 3% | 0% | -27% | -3% | i | 0% | -3% | 6%
12 | COc1ccc(Cl)cc1NC(=O)CSc1sc2c(O)cc(=O)[nH]c2c1C#N | 0% | 32% | 13% | -11% | -5% | i | -13% | -14% | 13%
13 | CCN1CCN(Cc2ccc(NC(=O)c3ccc(C)c(NC(=O)c4nccnc4N)c3)cc2C(F)(F)F)CC1 | -61% | 34% | -32%[inhibitor] | i | -1% | i | 2% | -34%[inhibitor] | 1%
14 | CO/N=C(/c1nonc1N)N1CCN(c2ccc([N+](=O)[O-])cc2)CC1 | -26% | 4% | 20% | -68%[inhibitor][57.5 µM] | 3% | i | 2% | -6% | -21%
15 | CCOP(=O)(OCC)C(Nc1ccc(C)cc1)c1ccco1 (configuration not stated) | -11% | -33% | ? | -62% | -4% | i | -2% | 20% | -6%

Next part:
nr | structure | GLP1R cytotox | FUS suppressor | TDP43 rescue | PTHR1 ag | aSyn yeast inh | Akt phos inh | MmCpn inh | Abeta rescue | GLP-1R inv ag
16 | CN1CCN(S(=O)(=O)c2cccc(C(=O)Oc3ccc(Br)cc3F)c2)CC1 | ? | 5% | 5% | i | 5% | i | 1% | -1% | ?
17 | CCC(/C=C1\Sc2ccc(OC)cc2N1CC)=C\c1sc2ccc(OC)cc2[n+]1CCCS(=O)(=O)[O-] | -31% | 26% | -34%[inhibitor] | -22% | -31%[inhibitor] | i | -24% | -25% | -29%
18 | CCc1ccccc1NC(=O)COC(=O)C1C2CC3OC(=O)C1C3C2 (configuration not stated) | 4% | -2% | -9% | i | 8% | i | 3% | 5% | -6%
19 | Cn1c(SCC(=O)Nc2ccc(F)cc2)nc2c(c1=O)SCC2 | 5% | 8% | -3% | i | -3% | i | 0% | -1% | 25%
20 | Cc1cccc(C)c1NC(=O)CCCSc1nnnn1C | 10% | 22% | 8% | -10%[57.5 µM] | -1% | i | 0% | -6% | 2%
21 | COc1ccccc1CCNC(=O)CSc1nc(-c2ccco2)cc(C(F)(F)F)n1 | 2% | -22% | 6% | -16% | -1% | i | 2% | -3% | 3%
22 | CCN(c1cccc(C)c1)S(=O)(=O)c1nnc(NC(=O)c2ccccc2Cl)s1 | -13% | 7% | 24% | -40%[inhibitor] | / | / | / | 3% | ?
23 | COc1cc(/C=C2\CCn3c2nc2cc(C(=O)O)ccc2c3=O)ccc1OC(F)F | 2% | -6% | 2% | i | 0% | i | 1% | 4% | 41%[activator]
24 | CC(Sc1ccccc1)C(=O)NN=C1CCCCCCC1 (configuration not stated) | 7% | 2% | 12% | i | 0% | i | 4% | 0% | 0%
25 | COc1ccccc1NC(=O)Cc1cccs1 | 78%[activator] | 26% | -23% | -6%[57.5 µM] | 12% | i | 1% | 14% | 3%
26 | CCOc1cccc(CN2CCC(Oc3ccc(C(=O)N4CCCC4)cc3)CC2)c1 | -15% | 0% | 1% | i | -3% | i | 1% | 2% | ?
27 | O=c1[nH]cnc(O)c1C(c1cccc([N+](=O)[O-])c1)c1c(O)nc[nH]c1=O | 0% | 21% | -5% | -2% | 1% | i | 1% | -3% | 0%
28 | CCc1nc(OCCN(C)C)c2oc3ccccc3c2n1 | 9% | 13% | ? | i | 18% | i | 1% | 5% | 75%[activator]
29 | Cc1sc(NC(=O)C2CCCCC2C(=O)O)c(C(N)=O)c1C (configuration not stated) | 1% | 22% | -24% | ? | -1% | i | 0% | -8% | 117%[activator]
30 | CCOc1ccc2noc3c2c1C(=O)c1ccccc1-3 | 7% | -17% | 1% | -3% | 8% | i | -6% | 0% | 1%

More compounds:
nr | structure | GLP1R cytotox | FUS suppressor | TDP43 rescue | PTHR1 ag | aSyn yeast inh | Akt phos inh | MmCpn inh | Abeta rescue | GLP-1R inv ag
31 | Clc1ccc(-c2csc3ncnc(Cl)c23)cc1 | 0% | 3% | 0% | -13% | -7% | i | -3% | -18% | 2%
32 | CCOC(=O)c1cnc2c(C(F)(F)F)cccc2c1Nc1cccc(C(=O)OC)c1 | 17% | 2% | ? | i | / | / | / | -4% | ?
33 | CN(CC(=O)Nc1ccc(N2CCOCC2)cc1)C(=O)CCCOc1ccc(Cl)cc1Cl | -15% | 34% | -4% | i | 10% | i | -2% | 6% | -27%
34 | CCOC(=O)c1ccc(NC(=O)CC2C(=O)N(c3cccc(OC)c3)C(=O)N2Cc2cccnc2)cc1 (configuration not stated) | 3% | 24% | 3% | i | / | / | / | 7% | -5%
35 | Cc1ccc(NC(=O)Nc2ccc3nc(N4CCN(C)CC4)cc(C)c3c2)cc1C | -9% | 4% | 14% | i | / | / | / | -18% | -7%
36 | CCOC(=O)n1cc(-c2cnc(CNC(=O)C(C)(c3ccccc3)c3ccccc3)o2)c2ccccc21 | 3% | ? | -7% | -6% | 19% | i | 1% | 4% | ?
37 | CCC1C(=O)N=C(SCC(=O)NC2CCCCC2)NC1=O (configuration not stated) | -11% | -34% | 8% | i | 0% | i | -1% | 1% | 0%
38 | O=C(COC(=O)CNS(=O)(=O)c1ccc(Br)cc1Cl)NCCc1ccccc1 | 3% | 20% | 11% | i | 4% | i | -1% | -10% | -18%
39 | O=C(Nc1ccc2c(c1)OCCO2)C1CCCN(S(=O)(=O)c2cnc[nH]2)C1 (configuration not stated) | -3% | -16% | -6% | 2% | 4% | i | 0% | -13% | 6%
40 | Nc1nonc1C(=O)NCCNS(=O)(=O)c1ccc(F)cc1 | 2% | / | 16% | i | 4% | i | 1% | 6% | 3%
41 | CC(C)C1Nc2ccc(C(=O)O)cc2C2C=CCC21 (configuration not stated) | -2%[0.307 µM] | 39% | 18µM* | i | -1% | i | -5% | 14% | -5%[0.307 µM]
42 | COC(=O)[C@@]1(Cc2ccccc2)C=C[C@@H](C)N1C(C)=O | 4% | -18% | 17% | 8% | -1% | i | / | 9% | 21%
43 | Cc1oc(-c2cc(F)cc(F)c2)nc1CN1CCN(C(=O)c2ccco2)CC1 | 0% | / | 21% | -50%[inhibitor] | 10% | i | 1% | 2% | 5%
44 | Nc1ncn([C@H]2C[C@H](O)[C@@H](CO)O2)c(=O)n1 | 6% | -31% | 10% | 20% | -5% | / | 0% | -24% | -4%
45 | O=C(c1cccc(F)c1)N1CCc2ccccc21 | -7% | -4% | 14% | i | -8% | i | -1% | 10% | ?
46 | CCCc1nnc2n1N=C(c1ccc([N+](=O)[O-])cc1)CS2 | 9% | -6% | 2% | i | 4% | i | 0% | 8% | 15%
47 | COC(=O)C1CCN(S(=O)(=O)c2c(C)n(C)c(=O)n(C)c2=O)CC1 | 5% | -31% | 7% | -21% | 0% | i | -2% | 4% | -15%

Screening results (PubChem BioAssay)
